BaF3 parental: parental Ba/F3 viability inhibition as JAK2V617F counter-screen; CellTiter-Glo ATP luminescence; hit rate 1.1% among 220,000; inhibition, % at 5.6 µM; AID 1486;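 active = inhibition above a per-campaign cutoff, the mean inhibition of all tested compounds plus 3 SD, cut at about 27% in these data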;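 also: 0% = DMSO wells and 100% = JAK Inhibitor I control wells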
S1P4 ag: activates the human S1P4 receptor; O95977; S1P4-expressing cell line, agonist reporter assay; activation, % at 4.98 µM; hit rate 0.35% among 220,000; AID 1509; in the data active = activation above about 11%;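 also: 0% = DMSO vehicle and 100% = reference agonist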
Target sequence (O95977 whole entry, looked up): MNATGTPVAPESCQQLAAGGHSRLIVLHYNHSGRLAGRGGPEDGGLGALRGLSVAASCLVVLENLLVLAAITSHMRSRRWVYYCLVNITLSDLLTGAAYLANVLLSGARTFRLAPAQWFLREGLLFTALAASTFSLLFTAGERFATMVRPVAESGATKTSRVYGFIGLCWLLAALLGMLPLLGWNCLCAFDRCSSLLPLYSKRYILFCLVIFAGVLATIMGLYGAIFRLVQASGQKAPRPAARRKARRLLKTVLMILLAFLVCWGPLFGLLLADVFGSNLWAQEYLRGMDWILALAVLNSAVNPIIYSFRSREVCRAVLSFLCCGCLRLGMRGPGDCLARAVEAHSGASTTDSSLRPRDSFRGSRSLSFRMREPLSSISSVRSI
RBBP9 inh: blocks human serine hydrolase RBBP9; inhibition, % at 7.94 µM; hit rate 0.2% among 220,000; O75884; recombinant RBBP9, FP-Rh probe fluorescence polarization;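 active = inhibition above the campaign mean of all tested compounds plus 3 SD, cut at about 14% in these data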;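 also: plate controls were DMSO wells with RBBP9 for no effect and wells lacking RBBP9 protein for full effect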
Target sequence (O75884 whole entry, looked up): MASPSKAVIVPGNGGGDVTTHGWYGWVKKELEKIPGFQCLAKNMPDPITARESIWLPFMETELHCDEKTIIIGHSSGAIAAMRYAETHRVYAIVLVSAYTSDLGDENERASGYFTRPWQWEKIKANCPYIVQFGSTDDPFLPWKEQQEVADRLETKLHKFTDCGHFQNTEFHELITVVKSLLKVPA
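System: RBBP9 protein / Buffer or medium: Tris/NaCl buffer pH 8.0 with 0.1% Pluronic / Probe or stimulus: Serine-hydrolase probe FP-Rh, 375 nM pre-mixing / Dosing: 7.94 µM single dose, 0.794% DMSO / Times: enzyme-compound preincubation 30 min, then probe labeling 45 min, 25 °C / Technique: fluorescence polarization (mP), excitation 525 nm, emission 598 nm / Replication: singlicate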
Ba/F3 V617F tox: reduce viability of Ba/F3 cells dependent on JAK2V617F; Ba/F3 EpoR-JAK2V617F viability, ATP luminescence; inhibition, % at 5.6 µM; hit rate 1.1% among 220,000;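 active = inhibition above the campaign mean plus 3 SD over all tested compounds, cut at about 24% in these data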;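 also: cytokine-independent growth of Ba/F3 cells driven by EpoR plus mutant JAK2; 0% = DMSO-treated cells and 100% = JAK inhibitor I control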
S1P4 antag: human S1P4 receptor antagonism; S1P4-expressing cells, antagonist mode, reporter read-out; AID 1510; hit rate 0.26% among 220,000; O95977; inhibition, % at 4.98 µM; in the data active = inhibition above about 29%;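 also: 0% = wells stimulated with agonist and 100% = vehicle wells without agonist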
NPY2 pot ag: human NPY-Y2 potentiation or agonism, primary screen. P49146. cells expressing NPY-Y2, potentiator/agonist read-out. hit rate 0.45% among 220,000. activation, % at 3.6 µM; in the data active = activation above about 27%;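 also: cells stimulated with NPY near EC25 plus isoproterenol at EC100; 0% = vehicle plus submaximal agonist and 100% = vehicle plus saturating agonist; some results beyond the cut were filed as inactive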
NPY-Y1 antag: blocks the human neuropeptide Y Y1 receptor; P25929; HEK293-CNG Y1 cells, membrane potential fluorescence; NPY at EC95, then isoproterenol; inhibition, % at 3.6 µM; hit rate 1% among 200,000;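 active = inhibition above the campaign mean inhibition of all tested compounds plus 3 SD, cut at about 20% in these data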;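 also: 0% = DMSO wells given NPY plus isoproterenol and 100% = isoproterenol alone without NPY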
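System: HEK293 cells with Y1 receptor plus CNG channel / Probe or stimulus: NPY 25 nM then isoproterenol 1 µM plus Ro 20-1724 25 µM / Compound: one concentration, 3.6 µM, in 0.4% DMSO / Schedule: compound incubation 1 h at room temperature, readout 45 min post-stimulation / Measured by: membrane potential fluorescence / Read-out: % inhibition of NPY effect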
Runt-CBFb FRET: inhibitors of human RUNX1 Runt domain binding to CBFb. Q01196+Q13951. Cerulean-Runt/Venus-CBFb FRET ratio 530/480, 1 h. inhibition, % at 20 µM. hit rate 0.46% among 220,000. AID 1496;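 active = inhibition over about 50% at 20 µM in the single-dose screen, limit read from the data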;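 also: 0% = DMSO wells and 100% = excess unlabeled CBFb competitor control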
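Schedule: protein complex preformed 1 h, compound exposure 1 h, room temperature, dark; test system: Cerulean-labeled Runt domain protein; amount: 100 nM per protein; buffer or medium: Tris 50 mM pH 7.5, KCl, K2SO4, 0.01% BSA; read-out: loss of energy transfer signal; detection: FRET fluorescence; controls: 5 µM unlabeled CBFb as full-inhibition high control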
NPY1 pot ag: human NPY-Y1 potentiation or agonism, primary screen; activation, % at 3.6 µM; P25929; AID 1304; hit rate 0.37% among 220,000; NPY-Y1 expressing cells, potentiator/agonist activation; in the data active = activation above about 33%, passing the limit was not always enough;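 also: cells stimulated with NPY at EC10 then isoproterenol at EC100; 0% = low agonist plus stimulus and 100% = saturating agonist plus stimulus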
* = called active by the depositor; . = no result given.

SMILES	BaF3 parental	S1P4 ag	RBBP9 inh	Ba/F3 V617F tox	S1P4 antag	NPY2 pot ag	NPY-Y1 antag	Runt-CBFb FRET	NPY1 pot ag
CC(C)(C)SCCNC(=O)/C=C/c1ccccc1	45*	-0.4	-2	0	0	-29	.	-2	-7
Cc1cccc(C)c1NC(=O)C1c2ccccc2Oc2ccccc21	2	3.4	5	-2	-6	-15	10	2	17
CC(=O)Nc1ccc(Nc2nnc(-c3ccc(C)c(S(=O)(=O)NCC4CCCO4)c3)c3ccccc23)cc1 (configuration not stated)	-4	0.9	-6	-1	15	3	.	-2	18
CSc1sccc1/C=N/NC(=O)c1ccncc1	-2	1.4	-7	-3	-13	16	3	1	10
CNC(=O)/C(C#N)=C/c1c(N2CC(C)OC(C)C2)nc2ccccn2c1=O (configuration not stated)	3	1.8	2	-3	-21	-7	-6	94*	-4
O=C(NCCc1c[nH]c2ccccc12)C(F)(F)F	-1	-0.4	-1	-5	12	-5	2	-4	-5
Cc1ccc(C)c(-n2c3nc(=O)n(C)c(=O)c-3cc3ccccc32)c1	6	3.8	-4	-1	-6	1	.	13	-8
COC(=O)c1cc(C#N)c(Oc2ccc(F)cc2)nc1C	3	-0.5	0	-4	-16	-3	6	-6	-27
O=C(NC(=S)Nc1ncccn1)c1ccc(Cl)cc1Cl	3	-0.4	-10	2	-11	-1	1	18	-11
CCc1cccc(OCCn2nc(C(=O)O)c3ccccc3c2=O)c1	-3	1.0	-2	-2	-2	-18	9	-8	-19
CC1(C)CC(=O)C(CC(=O)NC2CCCc3ccccc32)C(=O)C1 (configuration not stated)	8	0.9	-6	4	-4	-8	7	0	-1
Clc1ccc(OCc2nnc(-c3ccccc3Br)o2)c(Cl)c1	6	1.3	-3	5	3	-16	7	-3	-2
COc1ccc(O)c(-c2[nH]ncc2C(=O)c2ccccc2)c1	0	2.0	-11	-1	-24	15	-1	2	37
COc1ccc(C2C(C(=O)Nc3cccnc3)=C(C)Nc3nc(-c4ccco4)nn32)cc1 (configuration not stated)	3	-0.8	-7	-2	-8	0	-4	6	0
CCS(=O)(=O)c1ccc2c(c1)NC(=O)C(CCCl)O2 (configuration not stated)	2	0.0	-6	2	2	-3	2	-3	-10
CCCn1c(N)c(CC)c(=O)[nH]c1=O	0	-0.2	-1	-1	-5	-3	0	-1	21
COc1ccc(C2NC(=S)NC3=C2CCc2cc(OC)ccc23)cc1 (configuration not stated)	1	0.8	-6	-2	3	17	-1	.	-11
CN(C)CCN(C(=O)c1ccc(N2C(=O)CCC2=O)cc1)c1nc2cc3c(cc2s1)OCCO3	10	0.4	-3	7	-5	-26	4	0	-7
NNC(=O)c1cc2c(s1)-c1cc(Cl)ccc1SC2	2	0.3	-17	1	-11	-13	.	-8	-1
O=C(CC1(O)C(=O)N(C/C=C/c2ccccc2)c2ccccc21)c1ccccn1 (configuration not stated)	93*	0.0	-10	92*	15	8	6	-4	20
Cc1cccc2sc(N(CCN(C)C)C(=O)/C=C/c3cccs3)nc12	7	9.7	-10	-3	5	53*	10	-3	12
O=C(c1cc2ncc(Br)cn2n1)N1CCN(C(=O)c2ccco2)CC1	0	1.9	-2	-5	-26	-3	5	0	-1
CC(=O)c1ccc(NC(=S)NCCc2cccc(Cl)c2)cc1	10	-1.3	-8	4	11	-13	-3	3	7
COc1ccc(Cl)cc1-c1nc(N)nc(N(C)C)n1	7	0.0	-7	2	-25	-4	2	-1	-7
CC(C)=Nc1ccccc1C1COC(=O)C1=N (configuration not stated)	5	-0.2	-1	0	9	2	13	-3	-6
N#Cc1ccc(OCc2nnc(SCC(=O)c3ccccc3)n2-c2ccccc2)cc1	1	-2.2	-7	-2	-3	-9	-7	-2	-14
O=C1c2ccccc2C(=O)N1CCc1nc(-c2ccccn2)no1	4	0.2	-7	-3	-9	-3	8	0	7
CCn1c(N)c(C(=O)Nc2ccccc2C(=O)OC)sc1=S	0	0.7	-8	-2	-22	16	-3	6	12
COc1cccc(N2CCN(C(=S)Nc3cc(C)cc(C)c3)CC2)c1	2	0.6	0	3	9	-10	-6	-2	-4
COc1ccc(C(C(=O)Nc2ccc3c(c2)OCO3)N(C)C(=O)Cc2c[nH]c3ccccc23)cc1 (configuration not stated)	2	0.0	-6	-4	-1	11	-2	1	10
CNS(=O)(=O)c1cccc(C(=O)OCC(=O)Nc2ccc(Cl)cn2)c1	-14	1.0	1	-2	7	15	.	2	25
CCOc1ccc(OCC)c(NC(=O)C2CCCN(S(=O)(=O)c3cccs3)C2)c1 (configuration not stated)	7	1.5	-8	-1	-17	7	6	-1	-20
COc1cc(C(=O)NC(=S)Nc2ccc(NC(=O)c3ccco3)cc2)cc(OC)c1OC	5	1.0	-11	4	-29	-8	9	0	-27
COC(=O)c1ccc(/C=C(\C#N)C(=O)NC(C)c2ccccc2)cc1 (configuration not stated)	7	-1.4	3	2	3	1	1	2	21
NS(=O)(=O)c1ccc(CCNC(=O)NC23CC4CC(CC(C4)C2)C3)cc1	8	-2.5	-8	1	0	-5	0	-2	-11
COc1ccc(/C=N/NC(=O)CNc2c(Br)cc(C)cc2Br)c(C(=O)O)c1OC	-2	0.4	-9	-6	2	3	3	1	-4
O=C(c1cc2cc([N+](=O)[O-])ccc2oc1=O)N1CCN(c2ncccn2)CC1	5	-3.0	-4	-4	-16	3	0	3	-12
CN1OC(COC(=O)c2ccccc2)CC1c1ccccc1 (configuration not stated)	3	-0.1	-10	0	7	8	5	-3	23
C[C@H]1C=C(C(=O)N2CCN(Cc3ccc4c(c3)OCO4)CC2)O[C@@H](OCc2ccc(CO)cc2)C1	0	-0.2	-4	-1	-11	2	2	-1	-19
CC(C)c1ccc(Nc2ncccc2C(=O)O)cc1	11	-0.6	2	7	-10	-22	9	2	-6
CCn1c(O)c(N=NC(=O)Cc2csc(N3CCOCC3)n2)c2ccccc21	3	-1.3	3	1	-6	-9	5	0	-12
COc1ccc(Nc2nc(NCc3ccco3)nc(N/N=C/c3ccc(O)cc3)n2)cc1	8	0.8	0	0	-21	-2	7	-2	16
O=C(c1ccco1)N1CCN=C1SCc1cccc(Cl)c1	2	2.4	-8	0	-21	-6	14	1	6
COc1cccc(NC(=O)Nc2ccccc2Br)c1	4	0.1	3	2	-6	-8	0	0	-2
Cc1cc(=O)nc2c3ccccc3n(C(C)C(=O)Nc3c(F)c(F)c(F)c(F)c3F)n12 (configuration not stated)	1	1.7	-6	-1	-6	-14	4	-2	1
CN=C1NN=C(c2cc(C)n(-c3c(C)n(C)n(-c4ccccc4)c3=O)c2C)CS1	5	1.4	-6	-1	-24	-2	-3	-2	-10
O=C(c1cccnc1)c1cccnc1	1	-0.8	1	-3	-15	10	0	-1	22
Cc1ccc(C)c(NC(=O)CCn2cnnn2)c1	5	-0.9	-2	0	2	-2	-1	0	28
O=C(NC1CCCC1)c1cc(COc2ccc3ncccc3c2)on1	44*	-0.4	-8	36*	-5	1	.	-2	-4
Cc1ccc(C)c(NS(=O)(=O)c2cc(C(=O)NCCC3=CCCCC3)ccc2C)c1	0	-0.1	-12	0	-2	-3	-2	-2	-16
O=c1cc(O)c2sc3nc(-c4cccnc4)cc(C(F)(F)F)c3c2[nH]1	5	0.8	-12	-1	-11	5	2	-2	-10
c1cncc(-c2noc(C34CC5CC(CC(C5)C3)C4)n2)c1	5	-2.6	4	-3	-5	-11	1	-2	-7

Source: PubChem (several laboratories)

No enrichment for hits; overall some 3.6% were active at least once.
